# TAAR1 antagonist = human TAAR1 antagonism; Q96RJ0; CHO RD-HGA16 TAAR1, Fluo-8 calcium fluorescence, antagonist; inhibition, % at 3 µM; hit rate 1.5% among 360,000; AID 624466;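 active = inhibition above a per-plate cutoff, the mean inhibition of test compounds on that plate plus 3 SD, cut at about 49% in these data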;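 also: 0% = DMSO plus EC80 beta-PEA response and 100% = DMSO alone without agonist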
#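 Assay system: RD-HGA16 CHO cells with stable hTAAR1 and Gα16 / Reagent: EC80 β-phenethylamine stimulus / Doses: 3 µM, single point / Timing: dye loading 75 min at 37 °C, then 30 min room temperature / Measured by: Fluo-8 intracellular calcium dye fluorescence, real-time kinetic reads / Controls: vehicle wells and EC80 agonist wells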
# OXTR potentiator = potentiators of human oxytocin receptor; P30559; CHO-OTR cells, Fluo-8 calcium fluorescence, potentiator mode; 0% = oxytocin EC15, 100% = EC100; activation, % at 3 µM; hit rate 0.061% among 320,000; AID 2445;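 active = activation above that plate's cutoff, the mean activation of tested compounds plus 3 SD, cut at about 6.6% in these data, passing the limit was not always enough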;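 also: 100% uses oxytocin at 75 nM as the full agonist control; some results filed as inactive read as strong as hits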
# Target sequence (P30559 whole entry, looked up): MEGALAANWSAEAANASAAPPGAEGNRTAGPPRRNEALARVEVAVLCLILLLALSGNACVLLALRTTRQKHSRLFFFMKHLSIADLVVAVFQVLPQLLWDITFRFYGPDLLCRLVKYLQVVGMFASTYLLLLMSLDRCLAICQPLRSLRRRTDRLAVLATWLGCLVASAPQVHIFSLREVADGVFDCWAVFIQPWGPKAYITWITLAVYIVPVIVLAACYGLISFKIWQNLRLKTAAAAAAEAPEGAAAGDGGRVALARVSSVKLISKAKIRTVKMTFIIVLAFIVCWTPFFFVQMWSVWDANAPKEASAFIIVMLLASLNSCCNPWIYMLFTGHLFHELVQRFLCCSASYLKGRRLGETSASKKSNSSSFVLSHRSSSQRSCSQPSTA
#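 Assay system: CHO cell line stably expressing human OTR | Also added: Oxytocin at about EC15, sub-maximal agonist stimulus | Times: Compound 6 min at room temperature before oxytocin, 100 s read | Measured by: Fluo-8 intracellular calcium fluorescence, ex 470-495, em 515-575 nm | Controls: EC15 oxytocin alone as 0%, 75 nM oxytocin as 100%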
# CHO-K1 Ca antag = M1 antagonist counterscreen hit in parental CHO-K1 cells. ATP-induced calcium, Fluo-8 fluorescence. inhibition, % at 3 µM. hit rate 0.6% among 360,000. AID 602250;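 active = inhibition above a per-plate cutoff, the plate's mean sample inhibition plus 3 SD, cut at about 24% in these data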;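 also: 0% = DMSO plus EC80 ATP and 100% = DMSO alone without ATP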
# GPR7 antagonist = antagonists of human GPR7 (neuropeptides B/W receptor 1); inhibition, % at 4.4 µM; P48145; AID 1861; GPR7-expressing cells, fluorescence antagonist assay; hit rate 1.1% among 290,000; in the data active = inhibition above about 16%, passing the limit was not always enough;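 also: cells stimulated with the agonist NPW; 0% = agonist with vehicle and 100% = vehicle without agonist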
# CHO-K1 Ca ag = nonselective activator or artifact in parental CHO-K1 cells | Fluo-8 calcium fluorescence; scaled to maximal ATP response, vehicle zero | activation, % at 3 µM | hit rate 0.48% among 360,000; in the data active = activation above about 15%;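 also: untransfected CHO-K1 host cells lacking M1 receptor as counterscreen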
# OXTR ag = activates the human oxytocin receptor; hit rate 0.32% among 320,000; AID 2435; CHO-OTR cells, Fluo-8 calcium fluorescence; normalized: DMSO 0%, oxytocin 100%; activation, % at 3 µM;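 active = activation above the mean of all tested compounds plus 3 SD, cutoff set per screening run, cut at about 20% in these data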;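 also: peak over basal fluorescence ratio from a 100 s FLIPR kinetic read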
# CHO parental Ca = counter-screen for OX1R antagonists: effect in parental CHO cells; parental CHO-K1, ATP-induced calcium, Fluo-8 fluorescence; inhibition, % at 5.6 µM; hit rate 0.63% among 330,000;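 active = inhibition above that plate's mean sample inhibition plus 3 SD, cut at about 26% in these data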;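 also: 0% = ATP-challenged DMSO wells and 100% = DMSO wells without ATP; some compounds past the cut are filed as inactive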
#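 Assay system – parental CHO cells · Reagent – ATP stimulus · Detection – intracellular calcium via Fluo-8 no-wash fluorescent dye · Evaluation – percent inhibition of ATP-evoked calcium rise, normalized to controls · Controls – ATP wells versus no-ATP DMSO wells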
# V1R ag counter = activates human V1a receptor in oxytocin agonist counter-screen | P37288 | CHO-V1R cells, Fluo-8 calcium fluorescence, agonist mode; 0% DMSO, 100% 3 nM vasopressin | activation, % at 3 µM | hit rate 0.25% among 320,000 | AID 2797;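 active = activation above the mean activation of all tested compounds plus 3 SD, per screening run, cut at about 20% in these data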;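 also: signal is peak over basal fluorescence ratio across a 100 second FLIPR read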
# Target sequence (P37288 whole entry, looked up): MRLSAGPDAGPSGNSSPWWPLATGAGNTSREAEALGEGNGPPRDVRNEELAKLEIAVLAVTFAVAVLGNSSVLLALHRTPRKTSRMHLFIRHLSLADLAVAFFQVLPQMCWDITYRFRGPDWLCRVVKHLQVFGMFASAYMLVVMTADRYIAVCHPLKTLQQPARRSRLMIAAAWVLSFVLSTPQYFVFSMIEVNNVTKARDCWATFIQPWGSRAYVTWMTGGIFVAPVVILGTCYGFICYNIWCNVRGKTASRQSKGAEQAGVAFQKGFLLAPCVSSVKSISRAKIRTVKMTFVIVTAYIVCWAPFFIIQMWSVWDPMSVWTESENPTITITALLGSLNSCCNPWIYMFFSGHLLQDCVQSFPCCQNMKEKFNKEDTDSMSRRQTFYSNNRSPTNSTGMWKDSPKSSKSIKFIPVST
# M1 PAM parental = counter-screen for M1 PAMs: effect in parental CHO-K1 cells | hit rate 0.02% among 360,000 | ATP EC20, Fluo-8 calcium fluorescence; 0% at ATP EC20, 100% at ATP max | activation, % at 3 µM;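 active = activation above the run cutoff, the mean activation of all test compounds plus 3 SD, cut at about 40% in these data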;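 also: peak over basal fluorescence ratio in a 140 s read after ATP addition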
# * = called active by the depositor; . = no result given.
# Start of the data: the first 2 records, to show the layout:
# Screens in order – TAAR1 antagonist	OXTR potentiator	CHO-K1 Ca antag	GPR7 antagonist	CHO-K1 Ca ag	OXTR ag	CHO parental Ca	V1R ag counter	M1 PAM parental
- Cc1c(C)n(C)c2ccc(C(=O)NCc3cccs3)cc12
    -4	-11	-2	-6	0.3	-0.4	-7	-1.6	12
- CC1=NN(C(=O)c2ccccc2Br)C(O)(c2cccnc2)C1 (stereo not drawn)
    3	-6	-7	0	0.7	1.1	-5	0.1	-12

# The listing, repeating the preview:
# Screens in order – TAAR1 antagonist	OXTR potentiator	CHO-K1 Ca antag	GPR7 antagonist	CHO-K1 Ca ag	OXTR ag	CHO parental Ca	V1R ag counter	M1 PAM parental
- Cc1c(C)n(C)c2ccc(C(=O)NCc3cccs3)cc12
    -4	-11	-2	-6	0.3	-0.4	-7	-1.6	12
- CC1=NN(C(=O)c2ccccc2Br)C(O)(c2cccnc2)C1 (stereo not drawn)
    3	-6	-7	0	0.7	1.1	-5	0.1	-12
- COC(=O)c1cc2c(cc1Cl)N1CCCCCC1=NS2(=O)=O
    -10	-1	24*	-4	0.1	0.5	-10	-0.3	-21
- CC(=O)c1cccc(NC(=O)CSc2nnnn2C2CCCC2)c1
    5	.	-4	2	2.8	.	.	.	-27
- Cn1c(=O)n(CC(N)=O)c2ccccc21
    -22	-19	7	-9	0.0	0.4	-10	-0.3	3
- CCOc1cccc2cc(C(N)=O)c(=NCc3ccccc3)oc12
    19	3	-19	13	0.4	-0.7	11	-1.5	20
- O=C(c1nc(SCc2ccc([N+](=O)[O-])cc2)n2ccccc12)C(F)(F)F
    21	-3	0	-11	3.2	-2.8	-17	-0.9	-9
- Cc1cnc(C(=O)OCC(=O)c2c[nH]c3ccccc23)cn1
    9	-6	-11	.	0.4	1.6	-10	0.9	8
- Cc1cccc(OCC(=O)Nc2ccccc2C(F)(F)F)c1
    -4	0	8	-10	-0.3	-2.7	-15	0.3	-7
- CCC(C)c1ccc(OCCCCN2CCOCC2)cc1 (stereo not drawn)
    1	-8	3	-5	1.2	7.2	5	5.1	2
- COc1ccc(N(CC(=O)Nc2cc(OC)ccc2OC)S(=O)(=O)c2c(C)nn(C)c2C)cc1
    2	-10	4	-6	4.2	-1.5	-4	-0.8	2
- N/C(Cn1cncn1)=N\NC(=O)c1ccc(Cl)cc1Cl
    2	-5	-4	-6	0.3	0.9	4	-0.5	14
- CCOc1cc(-c2ccccc2)nc(N)n1
    -2	-2	-7	-4	-0.4	0.0	-7	-1.5	6
- COc1ccc(NCC(=O)N/N=C/c2ccc3c(c2)OCCO3)cc1
    -15	-4	9	-2	1.1	-1.3	-25	-1.4	5
- COc1cc(-c2ncc3ccccn23)cc(OC)c1OC
    14	-9	-2	-2	2.1	-2.0	-35	-1.1	18

# Some values from the list:
# COc1ccc(N(CC(=O)Nc2cc(OC)ccc2OC)S(=O)(=O)c2c(C)nn(C)c2C)cc1 in M1 PAM parental: 2
# N/C(Cn1cncn1)=N\NC(=O)c1ccc(Cl)cc1Cl in TAAR1 antagonist: 2
# COc1ccc(NCC(=O)N/N=C/c2ccc3c(c2)OCCO3)cc1 in OXTR potentiator: -4

# The list continues:
# Screens in order – TAAR1 antagonist	OXTR potentiator	CHO-K1 Ca antag	GPR7 antagonist	CHO-K1 Ca ag	OXTR ag	CHO parental Ca	V1R ag counter	M1 PAM parental
- C/C(=C(/NC(=O)c1ccccc1)C(=O)O)c1ccco1
    -1	-10	-10	-10	1.3	-0.7	-13	0.2	28
- Cc1c(NC(=S)NC(NC(=O)C(C)C)C(Cl)(Cl)Cl)c(=O)n(-c2ccccc2)n1C (stereo not drawn)
    0	1	-4	-2	0.7	-1.0	-3	0.7	25
- O=[N+]([O-])C(=C1Nc2ccccc2N1)C(Cl)=C(Cl)Cl
    -1	-1	-2	-2	-0.1	-0.8	-12	0.3	12
- COc1ccc(C2=CC(c3ccco3)n3ncnc3N2)cc1 (stereo not drawn)
    .	.	17	9	3.1	.	.	.	-10
- O=C(NCC(c1cccnc1)N1CCN(c2ccccc2F)CC1)c1ccccc1 (stereo not drawn)
    -2	-4	11	-4	1.0	0.1	-6	1.2	-4
- CCn1c(SCC(=O)NNC(=O)c2ccc(OC)cc2)nnc1C1CC1
    -3	-7	-13	5	0.4	-0.4	-4	-0.2	17
- Cc1ccc(C(=O)COC(=O)CSc2cccc3cccnc23)c(C)c1
    15	-12	9	-4	0.3	-0.5	-27	2.5	3
- CCCNS(=O)(=O)c1ccc(OCC(=O)OC)cc1
    -23	-1	-3	-11	0.3	0.7	-5	-0.5	19
- COCCNC(=O)c1ccc(S(=O)(=O)c2ccc(Cl)cc2)c(NC(C)=O)c1
    -3	-7	-17	-13	1.2	0.9	-7	-0.3	15
- COC(=O)c1cc(C(=O)N2CCN(c3ccccc3OC)CC2)cc([N+](=O)[O-])c1
    -9	-11	-2	-4	0.8	-0.6	-24	-1.1	-1
- COc1cc(CNC2CCCCCC2)cc(OC)c1
    -16	-4	-9	0	1.4	1.1	-11	0.9	13
- COC(=O)C1=C(CSc2nncn2C)NC(=O)NC1c1ccc(F)cc1 (stereo not drawn)
    -2	1	-11	0	0.4	1.6	-3	0.5	-6
- C=Cc1cccc(NC(=O)c2ccc(NC(=O)c3ccco3)cc2)c1
    40	-5	-7	-10	6.2	1.5	14	6.7	8
- O=C(NCCC1CCCCN1S(=O)(=O)c1ccccc1)C(=O)NC1CC1 (stereo not drawn)
    -16	3	-3	.	0.1	-0.1	6	0.1	-8
- Cc1cc(C(=O)N/N=C/c2ccco2)c2ccccc2n1
    18	-4	1	1	0.4	-0.5	3	-0.5	13
- O=S(=O)(N/N=C/c1ccc(F)cc1)c1ccccc1
    16	-16	0	-14	0.2	-1.1	4	1.0	-7
- NCCc1c(-c2ccccc2)n(-c2ccccc2)c2ccccc12
    63*	.	12	14	0.0	.	.	.	-4
- COc1ccc2c(c1)C(C1=C(O)CC(C)(C)CC1=O)C1=C(CC(C)(C)CC1=O)O2 (stereo not drawn)
    8	-5	-11	-4	-0.1	1.1	-24	-0.1	7
- O=C(O)C(NS(=O)(=O)c1cccc2nsnc12)c1ccccc1 (stereo not drawn)
    -9	0	-14	-9	0.4	-0.3	-11	-0.1	15
- COc1ccc(NC(=O)Nc2cccs2)cn1
    -13	.	-4	-13	3.8	.	.	.	8
- Cn1c(Cn2c(=O)sc3ccccc32)nnc1SCC(=O)Nc1ccc2c(c1)OCO2
    0	-4	-4	9	0.4	-0.5	-3	-0.8	10
- CN(Cc1ccccc1)C(=O)c1ccc(NC(=O)C2CCN(C(=O)OC(C)(C)C)CC2)cc1
    60*	-12	-23	.	4.2	17	13	12	17
- Cc1ccccc1OCC(=O)N(Cc1nnc(-c2ccc(Cl)cc2)o1)C(C)C
    4	-5	-8	.	-0.4	-2.3	-38	-0.7	5
- O=C(O)CSc1nc(SCc2ccccc2Cl)nc2c1CCCC2
    -4	-7	11	-11	-0.1	1.4	-21	4.7	-5
- COCCNc1nc2cc(-c3ccccc3OC)sc2c(=O)n1C
    -12	.	-18	.	-0.2	.	.	.	25
- CS/C(=N\S(=O)(=O)c1ccc(N)cc1)NS(=O)(=O)c1cccs1
    .	-14	1	-15	-0.2	-0.2	-12	1.7	-11
- CN(C)CCCN(C(=O)c1sc2ccccc2c1Cl)c1nc2ccc(F)cc2s1
    -17	-8	-18	-4	0.5	0.9	-9	1.7	26
- O=C(CSc1nc(-c2cccs2)cc(C(F)(F)F)n1)NCCCN1CCOCC1
    23	-11	0	8	0.8	-1.1	-13	0.0	12
- CC(=O)Nc1ccc(S(=O)(=O)NN=c2sc3ccccc3n2C)cc1N
    -11	.	-5	.	0.6	.	.	.	17
- COc1cccc(C2CN(c3ccc(F)cc3F)N=C2c2cccs2)c1OC (stereo not drawn)
    4	-15	3	-13	1.6	-1.4	-24	0.1	12
- O=C(O)c1cccc(S(=O)(=O)Nc2ccccc2C(=O)NCCc2ccccc2)c1
    -11	-2	-2	-25	-0.9	0.8	-15	0.7	-2
- Cc1ccc(CNC(=O)COC(=O)c2cnc(C)cn2)cc1
    -1	-11	-4	-5	-0.1	-0.3	-12	0.3	-6
- Cc1nc2ccccc2n1CC(O)Cn1c(C(F)(F)F)nc2ccccc21 (stereo not drawn)
    -8	-6	-6	-8	0.3	0.5	1	0.7	14
- CC(OC(=O)C1=COCCO1)C(=O)Nc1ccc(Cl)cn1 (stereo not drawn)
    8	4	-4	.	0.4	0.8	0	1.1	-26
- Cc1ccc(S(=O)(=O)N(C)c2ccc(OCC(=O)N3CCCCC3)cc2)cc1
    -1	-2	-14	-10	4.0	-0.1	-17	1.6	1
- Cn1c(CC(=O)NNC(=O)c2cccnc2)nc2ccccc21
    14	-10	-17	.	0.4	1.6	-7	0.6	19
- COc1ccc(/C=C/C(=O)Oc2ccc(C)cc2)cc1
    -19	0	4	-19	0.2	0.1	-14	0.0	-3
- O=C(Cc1n[nH]c(=O)c2ccccc12)NCc1ccc(Cl)cc1
    -12	-2	-14	-11	0.2	0.1	-14	-0.5	7
- CCOc1ccc(NC(=O)CC2S/C(=N/N=C3CCCCCC3)NC2=O)cc1 (stereo not drawn)
    -39	-2	1	-5	0.0	-1.3	-19	0.2	2
- CCCC1=C/C(=C/c2ccc(-c3ccccc3OC)o2)C(=O)O1
    -3	-3	-3	4	0.4	-0.3	-16	0.2	17
- COc1ccc(NC(=O)Cn2nnc(-c3ccccc3NS(=O)(=O)c3ccccc3)n2)cc1
    .	-15	22	-5	7.8	5.5	43*	6.2	9
- Cc1ccc(NC(=O)C2CCN(S(C)(=O)=O)CC2)c(C)c1
    -11	.	3	-16	0.5	.	.	.	-8
- CCN1CCN(CC(O)COCc2ccccc2)CC1 (stereo not drawn)
    -3	-11	17	10	-0.3	0.6	1	0.6	-9
- O=C(COc1ccc2c(-c3ccccc3)cc(=O)oc2c1)NCC1CCC(C(=O)O)CC1 (stereo not drawn)
    -2	-7	16	-2	-0.2	-0.3	0	0.5	-16
- Cc1cc(C)n(C(=O)C(C(=O)c2ccccc2)C(C)C)n1 (stereo not drawn)
    -1	11*	-3	-2	-0.5	-2.6	-8	0.4	11
- Cc1cc(NC(=O)c2cnn3cccnc23)no1
    -5	-5	-1	-8	-0.1	-0.5	-1	-0.4	3
- Cc1nn(Cc2c(F)c(F)c(F)c(F)c2F)c(C)c1NC(=O)c1ccc(COc2cc(Cl)ccc2Cl)cc1
    25	-6	-13	-4	-0.2	0.3	-16	0.4	12
- COc1cc(NC2c3ccccc3C(=O)N2Cc2ccccc2Cl)cc(OC)c1OC (stereo not drawn)
    4	-1	-3	14	15	-0.3	-20	-0.1	15
- CCC1Oc2ccccc2N(CC(=O)NCc2cccs2)C1=O (stereo not drawn)
    20	-1	-9	-12	0.4	-0.6	-2	-0.7	12
- CC(=O)Nc1sc2c(c1CN1CCN(c3ccccn3)CC1)CCCC2
    -10	-3	-16	20	2.9	0.2	-13	-0.5	33

# Screening results as filed in PubChem BioAssay.
